Screening results as filed in PubChem BioAssay.
PfGluPho inh – PfG6PD (Plasmodium falciparum) enzyme inhibition; inhibition, % at 20 µM; 350,000 compounds, 0.78% hits; PfGluPho enzyme, NADPH resazurin-diaphorase fluorescence;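 active = inhibition reaching at least a set limit at 20 µM in the primary screen, cut at about 59% in these data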;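 note: 0% = DMSO wells with substrate and 100% = DMSO wells lacking glucose-6-phosphate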
SENP1 FRET inh – inhibitors of human SENP1 SUMO protease catalytic domain | Q9P0U3 | recombinant SENP1 catalytic domain, CyPet-SUMO1-YPet FRET cleavage | inhibition, % at 10 µM | 360,000 compounds, 0.21% hits;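 active = inhibition at least 30% at 10 µM, raw YFP signal under a set limit, fluorescence ratio 0.5 to 1.5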;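 note: 0% = enzyme with DMSO and 100% = no enzyme wells; some results filed as inactive read as strong as hits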
Target sequence (Q9P0U3 419-644 limits assumed): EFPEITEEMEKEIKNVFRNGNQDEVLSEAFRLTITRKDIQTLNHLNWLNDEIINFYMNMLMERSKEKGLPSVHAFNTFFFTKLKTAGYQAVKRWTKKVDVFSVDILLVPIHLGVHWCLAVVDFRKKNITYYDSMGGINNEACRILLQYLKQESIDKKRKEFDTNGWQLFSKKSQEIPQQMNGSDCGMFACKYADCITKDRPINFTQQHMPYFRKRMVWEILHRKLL
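Controls: no-enzyme wells low, DMSO-plus-enzyme wells high control. Test system: human recombinant His6-tagged SENP1 catalytic domain enzyme. Reagent: SFCypet-SUMO1-SFYpet FRET protein substrate, 25 nM final. Doses: one dose per compound, 10 µM, 0.5% DMSO. Detection: FRET, CFP and YFP emission. Timing: 50 min reaction at room temperature.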
SENP8 block-1 – inhibitors of human SENP8 protease | AID 602440 | recombinant SENP8, Nedd8 substrate fluorescence | inhibition, % at 20 µM | 360,000 compounds, 0.64% hits; in the data active = inhibition mostly above about 40%, no sharp cut-off; inactive = mostly below about 27%
HKDC1 inh – inhibitors of human hexokinase HKDC1. recombinant HKDC1, G6PDH/diaphorase resazurin coupled fluorescence. inhibition, % at 20 µM. 340,000 compounds, 0.16% hits. AID 493160;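 active = inhibition above about 35% when tested at 20 µM, limit read from the data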;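 note: plate controls were DMSO wells with enzyme for no effect and DMSO wells lacking enzyme for full effect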
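Assay system: recombinant HKDC1 hexokinase; detection: coupled resazurin fluorescence, excitation 525 nm, emission 613 nm; benchmarks: DMSO-plus-enzyme-mix negative control, buffer-substituted positive control; compound dosing: single 20 µM dose; schedule: 90 min at room temperature in dark; also added: glucose plus 1 mM ATP as hexokinase substrates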
SENP7 block – blocks the human protease SENP7 | Q9BQF6 | recombinant SENP7, Z-RLRGG-aminoluciferin luminescence, 40 min | inhibition, % at 5 µM | 330,000 compounds, 1.5% hits;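 active = inhibition above about 50% at the single test dose, limit read from the data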;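 note: plate controls were DMSO with enzyme for no effect and no enzyme buffer wells for full effect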
SENP6 block – SENP6 protease inhibition | inhibition, % at 10 µM | Q9GZR1 | 330,000 compounds, 1.8% hits | Recombinant SENP6 catalytic domain, aminoluciferin luminescence;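 active = inhibition above about 50% at the single tested dose, limit read from the data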;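 note: plate controls were DMSO wells with enzyme for no effect and DMSO wells lacking enzyme for full effect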
Target sequence (Q9GZR1 628-1112 limits assumed): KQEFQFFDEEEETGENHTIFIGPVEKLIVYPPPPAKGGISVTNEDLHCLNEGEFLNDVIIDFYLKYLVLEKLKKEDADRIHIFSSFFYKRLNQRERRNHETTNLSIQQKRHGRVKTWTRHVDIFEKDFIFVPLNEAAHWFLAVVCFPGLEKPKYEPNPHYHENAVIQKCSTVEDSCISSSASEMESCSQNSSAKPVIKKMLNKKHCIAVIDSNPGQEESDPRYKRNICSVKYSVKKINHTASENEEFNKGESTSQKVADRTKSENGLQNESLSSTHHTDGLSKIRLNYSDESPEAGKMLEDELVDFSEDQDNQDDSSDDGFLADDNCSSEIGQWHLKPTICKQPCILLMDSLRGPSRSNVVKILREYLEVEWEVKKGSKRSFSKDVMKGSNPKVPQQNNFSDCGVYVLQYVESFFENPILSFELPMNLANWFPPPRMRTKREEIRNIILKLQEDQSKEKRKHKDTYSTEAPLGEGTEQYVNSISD
Apaf-1 inh – inhibitors of human Apaf-1 apoptosome. reconstituted apoptosome caspase-3 activity, DEVD-Rh110 fluorescence. inhibition, % at 20 µM. 330,000 compounds, 0.71% hits; active = inhibition of at least 40% at 20 µM;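 note: plate controls were DMSO wells for no effect and DEVD-CHO caspase inhibitor wells for full effect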
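Material: biochemical Apaf-1 apoptosome reconstitution. Medium: Hepes buffer, pH 7.5. Also added: cytochrome c activation, bis-DEVD rhodamine 110 substrate. Timing: 30 min compound preincubation, 50 min activation, room temperature. Measured by: rhodamine 110 fluorescence at Ex 480/Em 540 nm.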
SENP8 block-2 – blocks the human protease SENP8. Q96LD8. purified SENP8, Z-RLRGG-aminoluciferin cleavage, luminescence. inhibition, % at 10 µM. 330,000 compounds, 1.2% hits. AID 2540; in the data active = inhibition above about 50%
Numbers without * were called inactive.

#1 CC(=O)c1c(C)[nH]c(C(=O)OCC(=O)Nc2cccc(S(=O)(=O)N3CCCC3)c2)c1C
#2 CCOC(=O)c1ccc(NC(=O)CCc2nnc3ccc(N4CCN(C)CC4)nn23)cc1
#3 COc1cccc(C(=O)C2CCCN(C(=O)CCC3=NNC(=O)CC3)C2)c1 (configuration not stated)
#4 O=C(c1c(Cl)cccc1Cl)N1CCN(c2cccc3[nH]ccc23)CC1
#5 Cc1ccc(CN2CCC(NC(=O)c3ccccc3)CC2)cc1
#6 O=C(NCCCCc1ccccc1)c1ccc(F)cc1

Compound	1	2	3	4	5	6
PfGluPho inh	13	-1	-10	1	4	-5
SENP1 FRET inh	1	0	2	-6	1	2
SENP8 block-1	6	-1	12	8	20	23
HKDC1 inh	-4	-7	-3	13	-7	1
SENP7 block	7	9	-10	3	-1	12
SENP6 block	5	-10	-14	-20	7	1
Apaf-1 inh	4	-4	2	-10	5	1
SENP8 block-2	5	-5	-7	2	4	-11

#7 COc1ccc2c(C)cc(Sc3nnnn3-c3ccccc3)nc2c1
#8 O=C1CC(NS(=O)(=O)c2ccc(F)cc2)CN1c1ccc2c(c1)OCCO2 (configuration not stated)
#9 CC(C)CNCC(=O)N1c2ccccc2Sc2ccccc21
#10 COc1ccc(OCCCN2CCCC(C)C2)cc1 (configuration not stated)
#11 COC(=O)CC1=NN(c2nc(C)cc(C)n2)C(=O)C1
#12 CC(C)(Oc1ccc(Cl)cc1)C(=O)O

Compound	7	8	9	10	11	12
PfGluPho inh	60*	6	2	-8	4	-7
SENP1 FRET inh	-12	-1	-1	0	-57	1
SENP8 block-1	-78	-1	13	15	18	4
HKDC1 inh	2	-2	-1	-7	-2	0
SENP7 block	-4	4	-1	3	12	2
SENP6 block	9	12	-18	-9	4	2
Apaf-1 inh	9	0	1	7	11	-13
SENP8 block-2	-5	4	-8	-8	1	0

#13 COc1ccc(-n2c(SCC(N)=O)nc3sc4c(c3c2=O)CCC4)cc1
#14 CC(C)c1ccc(CN2CCC(C(=O)NCc3cccnc3)CC2)cc1
#15 O=C(Nc1ccc(O)c2c(=O)cc(-c3ccccc3Cl)oc12)c1ccccc1Cl
#16 COc1ccc(OC)c(S(=O)(=O)NCc2nc3nc(C)cc(C)n3n2)c1
#17 Cc1noc(C)c1S(=O)(=O)N(C)C[C@H]1Oc2c(NC(=O)Nc3ccccc3)cccc2C(=O)N([C@H](C)CO)C[C@@H]1C
#18 COCCN(C(=O)CCC(=O)Nc1cc(C)on1)C(C(=O)NC(C)(C)C)c1ccccc1Cl (configuration not stated)

Compound	13	14	15	16	17	18
PfGluPho inh	-4	13	3	6	-1	18
SENP1 FRET inh	1	-3	-1	-1	-1	0
SENP8 block-1	-5	30	1	8	3	13
HKDC1 inh	-3	0	-5	0	-3	2
SENP7 block	7	0	-6	0	10	-2
SENP6 block	-1	13	-8	11	2	-13
Apaf-1 inh	-14	9	9	-4	9	-1
SENP8 block-2	-2	-6	-2	-2	2	2

#19 CN(c1ccccc1)S(=O)(=O)c1ccc(C(=O)NCc2ccco2)cc1
#20 O=C(NCCCNC(=O)c1cnccn1)c1ccc(Cl)c(Cl)c1
#21 CC(C)Cn1c(SCC(=O)NC(=O)NC2CCCC2)nc2ccccc21
#22 CC(C)NC(=O)c1cc(-n2cnnc2)ccc1Cl
#23 O=C(NCc1ccncc1)c1cc(C(=O)C2CCCCC2)c[nH]1
#24 O=C(C[C@H]1C/C=C\CCC(=O)OC[C@H]2CCCN2C1=O)NCCO

Compound	19	20	21	22	23	24
PfGluPho inh	0	8	5	3	-6	-5
SENP1 FRET inh	2	-1	0	2	-1	-2
SENP8 block-1	3	9	11	2	12	15
HKDC1 inh	-2	-8	13	-6	-6	-6
SENP7 block	3	5	7	26	-6	-1
SENP6 block	2	-8	1	-9	-20	12
Apaf-1 inh	4	5	13	-7	6	-5
SENP8 block-2	-2	-1	5	3	-12	7

#25 O=C(OCc1ccc(O)cc1)c1c(-c2ccsc2)oc2ccc(N3CCOCC3)cc12
#26 COCCOC(=O)C1=C(C)NC(=O)NC1c1cccc2ccccc12 (configuration not stated)
#27 COc1ccc(-c2nc(-c3cccc(C)c3)[nH]c(=O)c2C#N)cc1
#28 O=C(COC(=O)c1ccc[nH]c1=O)c1ccc(Cl)s1
#29 Cc1cc(C)cc(-n2c(=O)c3sccc3n(CC(=O)NCc3ccco3)c2=O)c1
#30 CCOc1c(C(N)=O)c(-c2ccccc2)c2c(=O)[nH]c3ccccc3n12

Compound	25	26	27	28	29	30
PfGluPho inh	15	-15	-26	-3	-6	-24
SENP1 FRET inh	36*	1	-2	-1	0	0
SENP8 block-1	-146	6	-60	14	6	-390
HKDC1 inh	-1	8	2	-2	0	-6
SENP7 block	-2	-13	-16	-14	1	7
SENP6 block	-10	-15	-5	-16	-16	9
Apaf-1 inh	35	-2	4	-3	-15	-4
SENP8 block-2	1	-11	-5	-11	3	-1

#31 CCC1CCCCN1CCCNC(=O)CC1Oc2ccccc2NC1=O (configuration not stated)
#32 C=CCn1c(O)c(C(CC)=NCc2cccnc2)c(=O)[nH]c1=O
#33 CCC1CCc2c(sc(NC(=O)c3cccnc3)c2C(N)=O)C1 (configuration not stated)
#34 O=C(Cn1cnc2c(OCc3ccccc3)ncnc21)N1CCN(c2ccccn2)CC1
#35 COC(=O)Cc1cc(=O)n2[nH]c(C)cc2n1
#36 Cc1cccc(CCNS(=O)(=O)c2cc3c(cc2C)NC(=O)CO3)c1

Compound	31	32	33	34	35	36
PfGluPho inh	-3	-8	-4	-3	20	-8
SENP1 FRET inh	-2	1	-11	2	-2	2
SENP8 block-1	7	26	-34	-7	-4	0
HKDC1 inh	-5	-3	-6	1	3	3
SENP7 block	-8	-4	-5	-4	0	5
SENP6 block	-1	0	-12	-21	-24	0
Apaf-1 inh	-7	-8	0	13	-8	0
SENP8 block-2	8	-4	4	-11	-7	3

#37 COc1ccc(/C=N/NC(=O)c2ccoc2C)cc1COc1ccc(Cl)cc1
#38 O=C(CN1C(=O)NC2(CCCC2)C1=O)Nc1ccccc1
#39 O=C(c1ccc(F)c(S(=O)(=O)N2CCOCC2)c1)N1CCc2ccccc21
#40 COC(=O)c1c(NC(=O)c2nc3ccccc3s2)sc2c1CCN(C(C)=O)C2
#41 C[C@]12C(=O)N(c3ccc(C(F)(F)F)cc3)C(=O)N1[C@H]1c3ccccc3OC[C@@H]1[C@H]2c1ccccc1
#42 S=c1[nH]nc(COc2ccccc2)n1/N=C/c1ccc(Cl)cc1

Compound	37	38	39	40	41	42
PfGluPho inh	32	-3	12	18	2	16
SENP1 FRET inh	-1	1	-2	-46	1	2
SENP8 block-1	0	23	5	-406	13	15
HKDC1 inh	7	-6	3	2	4	9
SENP7 block	-7	0	12	2	-6	-6
SENP6 block	6	-15	1	-9	-5	1
Apaf-1 inh	-7	-3	-2	18	11	6
SENP8 block-2	-18	-1	3	0	8	2

Laid out differently: five of the compounds above
cpd	SMILES	PfGluPho inh	SENP1 FRET inh	SENP8 block-1	HKDC1 inh	SENP7 block	SENP6 block	Apaf-1 inh	SENP8 block-2
37	COc1ccc(/C=N/NC(=O)c2ccoc2C)cc1COc1ccc(Cl)cc1	32	-1	0	7	-7	6	-7	-18
38	O=C(CN1C(=O)NC2(CCCC2)C1=O)Nc1ccccc1	-3	1	23	-6	0	-15	-3	-1
39	O=C(c1ccc(F)c(S(=O)(=O)N2CCOCC2)c1)N1CCc2ccccc21	12	-2	5	3	12	1	-2	3
40	COC(=O)c1c(NC(=O)c2nc3ccccc3s2)sc2c1CCN(C(C)=O)C2	18	-46	-406	2	2	-9	18	0
41	C[C@]12C(=O)N(c3ccc(C(F)(F)F)cc3)C(=O)N1[C@H]1c3ccccc3OC[C@@H]1[C@H]2c1ccccc1	2	1	13	4	-6	-5	11	8

More results.
#43 COc1ccc(C2/C=C\CN(C(=O)Oc3ccccc3)CC(=O)N2Cc2ccc(F)cc2)cc1 (configuration not stated)
#44 CCC1(C(=O)c2ccc(Cl)cc2)C2c3ccccc3OC(=O)C21C(=O)Nc1ccccc1 (configuration not stated)
#45 CC(=O)Cn1ncc(N2CCOCC2)c(Cl)c1=O
#46 Cc1ccc(/C=C/C(=O)Nc2ccc(S(=O)(=O)Nc3ncccn3)cc2)cc1
#47 O=[N+]([O-])c1cccc(P(=O)(O)c2cccc([N+](=O)[O-])c2)c1

Compound	43	44	45	46	47
PfGluPho inh	9	-31	-13	-29	2
SENP1 FRET inh	2	1	1	2	-1
SENP8 block-1	7	5	20	-12	18
HKDC1 inh	-4	4	-2	-7	4
SENP7 block	9	-6	3	5	-2
SENP6 block	-20	-16	-4	-12	7
Apaf-1 inh	11	22	-3	5	-4
SENP8 block-2	-13	1	2	-6	5

Hits appear at their usual frequency, and some 3.6% of all compounds hit somewhere here.
